Compound activity as filed in PubChem.
MEKK3 PB1 HTS: modulators of MEKK3-MEK5 PB1 binding, primary screen, biochemical, wildtype MEKK3, multiplex bead flow cytometry, Alexa488-MEK5 | Mitogen-activated protein kinase kinase kinase 3 (Homo sapiens), Q99759 | 290,000 compounds, 1.4% hits | binding response (% of control), % at 10 µM | AID 1529, 2009 | bead-based flow cytometry, Alexa488-MEK5 binding to MEKK3; actives lie on both sides; 0 = blocked by unlabeled MEK5, 100 = vehicle;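 active = binding response more than 3 SD above or below the average of its plate-row segment, actives on both sides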;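 note: Alexa488 bead fluorescence after subtracting the streptavidin-only scavenger bead signal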
FID counter: compounds displacing fluorescent DNA intercalator, primary screen, artefact control for HCV NS3 helicase inhibitor project, biochemical, FID fluorescence; DNA fluorescent intercalator displacement; inhibition, % at 7.9 µM; 290,000 compounds, 0.17% hits; in the data active = inhibition above about 37%;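 note: 0% = vehicle and 100% = reference compound; higher means more ethidium bromide displaced from hairpin DNA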
HCV NS3 hel inh: inhibitors of HCV NS3 helicase, primary screen, biochemical, Cy5 molecular beacon fluorescence | Hepatitis C virus NS3 helicase | NS3 helicase DNA unwinding | inhibition, % at 10.9 µM | 290,000 compounds, 0.56% hits | AID 1800, 2009;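 active = inhibition above the mean of all tested compounds plus 3 SD, set per campaign, cut at about 35% in these data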;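 note: 0% = DMSO wells and 100% = thioflavine S control wells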
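System: Hepatitis C virus NS3 helicase domain fragment enzyme | Reagent: Annealed dual-labelled DNA beacon duplex, ATP-started | Compound dosing: 10.9 µM single point, 0.8% DMSO | Incubation: 1 h reaction at 25 °C, ATP-initiated | Technique: Cy5 fluorescence | Evaluation: Percent inhibition from t60/t0 fluorescence ratio | Benchmarks: Low DMSO, high thioflavine S at 110 µM | Replication: Singlicate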
PHOSPHO1 inh: PubChem AID 1565 | Phosphoethanolamine/phosphocholine phosphatase (Homo sapiens), Q8TCT1 | inhibition, % at 13.3 µM | 290,000 compounds, 1.1% hits | recombinant PHOSPHO1, absorbance phosphatase assay; in the data active = inhibition above about 60%
pCIP destab: p/CIP-EGFP fusion destabilizers, primary screen, fluorescence, F442A cells | Q05BA5 | 16 h | decrease of EGFP signal, % at 10 µM | 290,000 compounds, 0.01% hits | AID 1984, 2009;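 active = EGFP signal decrease of at least 30% at 10 µM or well 3 SD below plate mean, unless failing retest; inactive = the rest, including hits failing retest or dose response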; note: some compounds called inactive have numbers as strong as hits; many of its hits are not listed in these tables
IMP-1 inh: IMP-1 metallo-beta-lactamase inhibitors, primary screen, biochemical, epi-absorbance readout, Pseudomonas aeruginosa enzyme; purified IMP-1, nitrocefin hydrolysis, epi-absorbance fluorescence; metallo-beta-lactamase IMP-1 (Pseudomonas aeruginosa); inhibition, % at 5.6 µM; 290,000 compounds, 0.45% hits;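 active = inhibition above the mean plus 3 SD of all compounds in the same screening run, cut at about 4.5% in these data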;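 note: 0% = IMP-1 with DMSO and 100% = DMSO wells lacking enzyme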
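System: purified IMP-1; amount: IMP-1 0.2 nM before substrate addition; compound: single dose, 5.6 µM; times: 25 °C, 15 min preincubation, 25 min reaction; signal: Epi-absorbance via hydrolysed-nitrocefin quenching of white-plate fluorescence, 480/530 nm, EDTA stop; benchmarks: DMSO with and without IMP-1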
SUMO HTRF inh: inhibitors of in vitro SUMOylation cascade, primary screen, biochemical, HTRF, uHTS; AID 2006, 2009; 290,000 compounds, 0.36% hits; HTRF SUMOylation assay, SAE1/SAE2 + UBC9; inhibition, % at 35 µM; in the data active = inhibition above about 50%, passing the limit was not always enough; note: strong numbers were not always called active
IDE act: human IDE activators in live cells, primary screen, fluorescence polarization, HEK cells, FAbeta-B substrate; Insulin-degrading enzyme (Homo sapiens), P14735; FAbeta-B cleavage; 0% vehicle, 100% cell-free pure enzyme wells; activation, % at 5.96 µM; 340,000 compounds, 0.073% hits; AID 493087, 2011;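 active = activation above the mean of all tested compounds plus 3 SD, set per screening campaign, cut at about 17% in these data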
Target sequence (P14735 whole entry, looked up): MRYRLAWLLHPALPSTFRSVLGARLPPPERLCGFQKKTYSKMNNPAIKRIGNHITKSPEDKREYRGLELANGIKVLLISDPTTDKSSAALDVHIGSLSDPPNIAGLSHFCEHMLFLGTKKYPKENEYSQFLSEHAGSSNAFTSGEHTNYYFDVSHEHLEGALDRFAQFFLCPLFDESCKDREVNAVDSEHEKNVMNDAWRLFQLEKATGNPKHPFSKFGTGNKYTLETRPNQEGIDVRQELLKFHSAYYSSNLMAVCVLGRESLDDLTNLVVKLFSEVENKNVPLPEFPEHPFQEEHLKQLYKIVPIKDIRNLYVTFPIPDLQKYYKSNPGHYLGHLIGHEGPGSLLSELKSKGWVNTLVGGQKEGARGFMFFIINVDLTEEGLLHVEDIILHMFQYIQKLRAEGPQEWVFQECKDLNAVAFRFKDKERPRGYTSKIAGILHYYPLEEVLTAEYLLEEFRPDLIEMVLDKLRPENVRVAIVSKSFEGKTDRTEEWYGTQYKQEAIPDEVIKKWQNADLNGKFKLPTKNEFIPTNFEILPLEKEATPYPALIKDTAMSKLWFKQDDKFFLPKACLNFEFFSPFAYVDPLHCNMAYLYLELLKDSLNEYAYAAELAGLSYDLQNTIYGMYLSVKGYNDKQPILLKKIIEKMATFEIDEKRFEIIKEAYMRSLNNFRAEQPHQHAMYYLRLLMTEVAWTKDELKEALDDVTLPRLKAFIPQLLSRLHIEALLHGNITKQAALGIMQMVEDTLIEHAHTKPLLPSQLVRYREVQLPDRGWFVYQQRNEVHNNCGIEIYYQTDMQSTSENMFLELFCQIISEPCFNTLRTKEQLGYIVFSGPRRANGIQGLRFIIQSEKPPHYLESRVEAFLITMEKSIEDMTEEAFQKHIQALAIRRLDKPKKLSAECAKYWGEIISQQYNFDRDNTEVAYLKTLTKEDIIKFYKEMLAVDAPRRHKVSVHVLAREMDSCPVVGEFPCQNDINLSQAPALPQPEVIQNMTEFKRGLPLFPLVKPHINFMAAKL
VIM-2 inh: VIM-2 metallo-beta-lactamase inhibitors, primary screen, biochemical, epi-absorbance readout, Pseudomonas aeruginosa enzyme; AID 1527, 2009; purified VIM-2, nitrocefin hydrolysis, epi-absorbance fluorescence; 290,000 compounds, 0.89% hits; inhibition, % at 5.6 µM;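 active = inhibition above the mean of all tested compounds plus 3 SD, cutoff set per screening run, cut at about 7.5% in these data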;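 note: red hydrolysis product quenches plate fluorescence so inhibitors raise well fluorescence; 0% = enzyme with DMSO and 100% = DMSO without enzyme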
* = called active by the depositor; nt = not tested or not shown. The list is partial; count on the stated rates, not on these rows.

SMILES	MEKK3 PB1 HTS	FID counter	HCV NS3 hel inh	PHOSPHO1 inh	pCIP destab	IMP-1 inh	SUMO HTRF inh	IDE act	VIM-2 inh
CCC(N)C12CC3CC(CC(O)(C3)C1)C2 (configuration not stated)	105.0	-0.6	2.2	-13.3	-2.4	-1.5	-3.4	2.3	0.2
CN(C)S(=O)(=O)N1CCN(c2cc(Cl)ccc2Cl)CC1	97.0	-8.0	-7.2	-3.4	-27.8	-2.0	27.8	-5.2	-1.2
COc1ccc(/C=C/C(=O)NC(=S)NNC(=O)Cc2cccs2)cc1OC	100.0	-11.7	0.0	97.9*	-5.0	-3.0	-66.1	2.4	-6.6
CCC(C)NC(=O)CNC(=O)Cn1c(C)cc2ccccc2c1=O (configuration not stated)	84.0	-2.7	-1.2	-14.2	-2.5	-2.1	16.5	5.8	-0.7
O=C(O)CC1(CC(=O)Nc2ccc(C(F)(F)F)cc2)CCCC1	93.0	-9.7	10.3	25.7	-12.0	0.4	12.1	1.3	-0.2
O=C(/C=C/c1ccc(OC(F)F)cc1)Nc1cccc(S(=O)(=O)NC2=NCCCCC2)c1	106.0	-33.8	-7.8	27.6	-17.0	-2.8	-12.7	-3.6	-2.1
Fc1ccc(Nc2nnc(C(F)(F)F)s2)cc1Cl	101.0	4.8	-0.8	47.4	0.2	-4.3	5.7	5.9	-4.3
Cc1ccc(NC(=O)NNC(=O)c2snnc2C)cc1	98.0	-2.1	9.7	34.1	-4.8	-1.8	4.3	2.4	-3.0
COc1cc(/C=c2\sc3n(c2=O)C(c2ccccc2)C(c2ccccc2)=NN=3)ccc1O (configuration not stated)	nt	-2.8	-6.7	15.9	3.6	-1.6	-4.0	-12.3	-5.2
Cc1ccc(-c2noc(=O)n2CC(=O)c2ccc(Cl)cc2)cc1	90.0	-9.9	5.2	28.1	-8.1	-0.7	23.3	-6.1	0.5
C#CCOCCOCCOCCNc1nc(N2CCN(C(=O)[C@H](CCC(=O)O)n3cc(C(N)Cc4ccc(O)cc4)nn3)CC2)nc(N2CCN(C(=O)[C@H](CCC(=O)O)n3cc(C(N)CC(C)C)nn3)CC2)n1 (some centres not stated)	108.0	-33.9	-1.4	31.7	-1.7	-1.9	21.5	nt	-3.2
NC(=O)COC(=O)c1cc(S(=O)(=O)N2CCN(c3ccccc3)CC2)ccc1Cl	101.0	-10.5	0.5	32.0	-2.0	-3.6	7.2	-1.5	-1.5
Cc1ccc(NC(=O)COC(=O)c2cccc3c2C(=O)c2ccccc2C3=O)c(C)c1	104.0	5.6	-6.0	7.0	-2.1	-1.5	-5.6	13.5	0.1
COc1ccccc1NC(=S)NCc1ccccn1	95.0	-3.3	7.8	8.2	0.0	-2.9	-6.8	3.5	-5.8
COc1ccc(-c2noc(CSc3nc(-c4ccccc4)cc(=O)[nH]3)n2)cc1OC	97.0	-2.5	5.8	-11.1	-3.7	-2.6	21.9	1.0	-2.0
CCCSc1nc2c(c(=O)[nH]c(=O)n2C)n1CCc1ccccc1	100.0	-1.5	4.9	-17.2	-14.3	-3.0	4.9	-4.9	-2.2
COc1ccc2nccc(C(N)=O)c2c1	88.0	-1.3	-1.9	18.9	3.6	-1.5	17.2	-1.6	-0.2
CC1CCN(C(=O)CCN2C(=O)C3C4C=CC(C4)C3C2=O)CC1 (configuration not stated)	96.0	-5.6	-6.3	-28.1	-2.9	-2.1	3.6	0.9	-2.7
COc1ccc(CCNC(=O)C2CCCN(S(=O)(=O)c3cnc[nH]3)C2)cc1OC (configuration not stated)	97.0	-1.8	17.0	-6.6	-5.3	-4.5	1.9	2.5	-0.7
COc1ccc(C(=O)NCc2oc(-c3ccccc3)cc2C(=O)O)cc1	94.0	-36.3	8.2	21.5	3.8	-1.8	-7.9	4.5	-2.4

Taken from above.
`Cc1ccc(NC(=O)COC(=O)c2cccc3c2C(=O)c2ccccc2C3=O)c(C)c1` in FID counter → 5.6
`COc1ccc2nccc(C(N)=O)c2c1` in MEKK3 PB1 HTS → 88.0

Following part
SMILES	MEKK3 PB1 HTS	FID counter	HCV NS3 hel inh	PHOSPHO1 inh	pCIP destab	IMP-1 inh	SUMO HTRF inh	IDE act	VIM-2 inh
CCOC(=O)c1sc(NC(=S)NC(=O)C2CC2)cc1C	101.0	1.2	-0.6	-8.9	-1.6	-0.2	-1.2	-5.1	-1.3
CC1CCc2cc(F)ccc2N1C(=O)CCC(=O)O (configuration not stated)	98.0	0.3	8.0	-6.9	6.5	-3.2	-2.6	0.7	-1.8
N#Cc1ccc(-c2ccc(F)cc2)nc1Oc1ccccc1	103.0	-1.4	2.1	10.1	5.1	-1.4	0.2	0.6	-0.5
CCOC(=O)c1n[nH]n2c1nc(=O)c1ccccc12	102.0	-4.6	3.7	33.7	2.4	-3.8	9.5	-1.9	0.2
N#Cc1ccc(OCC(=O)Nc2ccncc2)cc1	96.0	3.2	2.2	22.8	-14.8	-0.8	23.2	-2.3	-0.7
Cc1onc(-c2c(Cl)cccc2Cl)c1C(=O)N1CCN(Cc2ccccc2)CC1	96.0	-30.9	5.4	21.7	-14.4	-4.1	1.3	4.0	-2.1
COc1ccc(OCCCC(=O)NCC(C)C)cc1	98.0	-3.4	1.4	15.0	-3.6	-3.6	-14.9	2.0	-2.5
O=C(NCc1ccccn1)c1cccc(NS(=O)(=O)c2ccccc2F)c1	99.0	-7.8	-8.2	-1.5	-18.4	-0.2	-11.2	4.4	-4.2
COCCNC(=S)NCc1cccs1	103.0	5.6	-5.7	27.4	-1.5	0.1	8.5	4.5	2.3
COc1ccc(OC)c(-n2c(-c3ccc(S(C)(=O)=O)cc3)cc(C=O)c2C)c1	100.0	-9.2	-0.5	7.2	-7.6	-0.7	5.2	10.4	0.4
COc1ccc(CCNC(=O)[C@@H](NC(=O)N2CCn3c2nc2ccccc23)C(C)C)cc1OC	100.0	-55.8	-1.2	-3.6	11.0	-2.1	1.2	2.9	-1.1
CC(=O)c1ccc(NC(=O)c2cc(=O)[nH]c3ccccc23)cc1	99.0	-5.5	-2.5	13.5	1.1	-0.6	12.3	3.6	-1.0
CCC(Sc1nc2c(c(=O)[nH]1)CCC2)C(=O)Nc1cccc(OC)c1 (configuration not stated)	97.0	-16.0	-8.7	-24.4	6.3	-3.9	8.8	0.2	-0.9
CCSc1nc(O)cc(=O)n1-c1ccc(OC)cc1	107.0	-5.3	11.3	-1.3	1.8	-2.0	8.0	4.0	-0.7
Cc1ccc(C(=O)NCCc2nnc3ccc(SCC(=O)Nc4c(C)cc(C)cc4C)nn23)cc1	133.0*	-33.8	0.0	-11.7	-19.8	-0.5	8.0	2.6	-1.4
CCN(CC)S(=O)(=O)c1cccc(-c2n[nH]c(=S)n2C(C)COC)c1 (configuration not stated)	102.0	-14.6	-2.8	-6.7	1.1	-3.3	6.1	-0.1	-2.0
CC(=O)c1cccc(NC(=O)Cn2cnc(S(=O)(=O)N3CCCCC3)c2)c1	99.0	-12.0	13.1	7.9	-6.7	-0.2	1.6	9.2	-5.1
Cc1c(-n2cc(C(=O)O)c(=O)c3cc(F)c(N4CCCC(O)C4)c(F)c32)c(=O)n(-c2ccccc2)n1C (configuration not stated)	101.0	-26.0	-3.4	3.3	4.5	-2.1	20.5	-5.1	-2.4
Cc1ccc(C=C2C(=O)c3ccccc3C2=O)o1	99.0	-11.1	29.3	-9.7	-2.5	-2.8	11.7	0.2	-0.5
CCN(CC(=O)NC1CCS(=O)(=O)C1)S(=O)(=O)c1ccccc1Cl (configuration not stated)	98.0	1.7	-6.6	33.5	-1.5	-1.1	10.7	-1.7	0.2
COc1ccc(CCn2c(NCc3ccco3)nc3c2c(=O)[nH]c(=O)n3C)cc1	101.0	-4.5	4.1	24.9	2.8	-3.1	-17.1	-3.7	-3.4
CCc1ccccc1NC(=O)Nc1c(C)n(C)n(-c2ccccc2)c1=O	101.0	-5.3	3.8	46.6	-9.7	-1.5	2.1	4.8	-3.5
CC(C)C[C@@H](CO)N1CCN(CC(C)C)CCC1=O	100.0	-6.1	-8.4	-13.0	-0.4	-1.1	5.5	6.3	-1.6
O=C(O)CCC(=O)N1N=C(c2ccc(Br)cc2)CC1c1cccs1 (configuration not stated)	84.0	-40.9	-6.0	39.4	23.5	-2.5	5.3	-3.0	7.9*
COc1ccccc1NC(=S)NNC(=O)c1ccc(O)cc1	105.0	2.0	4.5	70.9*	3.4	0.1	7.5	7.0	-1.4
Cc1ccc(C)c(N(CC(=O)NN=C2CCCCCCC2)S(C)(=O)=O)c1	101.0	-12.5	3.9	23.4	1.5	-2.5	12.0	6.7	-3.1
CCN=C1SC(CC(=O)Nc2ccc(C(F)(F)F)cc2)C(=O)N1CC (configuration not stated)	97.0	-9.7	-6.2	18.4	-30.4	-2.2	12.3	-0.8	-1.3
CC(CC(=O)NCCc1ccc(F)cc1)c1ccccc1 (configuration not stated)	101.0	-12.6	-2.2	-5.7	-8.4	-4.5	0.0	-2.2	-1.0
CC(C)(C)CC(=O)Nc1cccc2c1CCCC2	97.0	-2.1	-2.9	2.1	-2.9	6.9*	17.3	-0.7	-0.6
O=C(CCn1c(=O)[nH]c2ccccc2c1=O)N1CCN(c2ccc(Cl)cc2)CC1	101.0	-0.4	9.8	20.8	-4.0	2.4	19.4	-0.1	2.0
CCN(CC)c1ccc(/C=N/Nc2ccc(C)cc2)c(O)c1	126.0	-4.8	12.2	40.9	-13.0	-1.6	10.5	1.1	-0.4
COC(=O)NCc1ccc(CNC(=O)OC)cc1	108.0	-3.0	-4.7	45.9	2.0	-1.6	-2.7	7.5	-0.5
CCCOc1ccc(CN(CCO)CCO)cc1C(=O)OC	101.0	2.8	-0.5	11.6	-0.1	-0.6	6.8	11.1	-0.7
CC(C)c1cc(C(=O)N/N=C/c2c[nH]c3ccccc23)n[nH]1	97.0	-5.0	-8.5	56.0	3.1	-2.6	18.0	5.5	-4.2
COC(=O)C1=CN(Cc2ccc(OC)c(OC)c2)C=C(C(=O)OC)C1c1cccc(OC)c1OC	106.0	-44.3	-18.3	18.5	-5.9	-2.7	18.6	3.2	-2.9
CCNC(=S)N/N=C(\C)c1cccc(OC)c1	97.0	2.7	-10.5	-89.9	6.3	-1.3	-0.7	-3.8	-2.1
COc1ccc(-c2cc(C(=O)Nc3c(Cl)cc(Cl)cc3Cl)c3ccccc3n2)cc1OC	112.0	2.3	-3.9	-5.1	-0.3	-1.2	0.9	-0.6	-1.6
